Screening data: PubChem, Johns Hopkins Ion Channel Center
KCNQ2 inh: KCNQ2 potassium channel inhibitors, primary screen, cell-based, CHO-K1, FluxOR thallium flux, B-score (AID 2156); 310,000 compounds, 1.1% hits; O88943; B-score at 10 µM; 20 min; stronger effect = lower value;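 active means fluorescence ratio B-score at most minus 3 library SDs, with starting brightness B-score within 2 library SDs, cut at about -5.5 in these data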
CHT inh: human CHT choline transport inhibition; Q9GZV3; CHT-expressing cells, membrane potential dye, choline response; stronger effect = lower value; B-score at 10 µM; 310,000 compounds, 0.86% hits;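 active means B-score over 3 SD under the library average, and starting fluorescence ratio not unusually high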;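 further: choline stimulus applied at its EC90 after an EC20 pre-addition; B-score computed on integrated fluorescence ratio after choline addition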
Target sequence (Q9GZV3 whole entry, looked up): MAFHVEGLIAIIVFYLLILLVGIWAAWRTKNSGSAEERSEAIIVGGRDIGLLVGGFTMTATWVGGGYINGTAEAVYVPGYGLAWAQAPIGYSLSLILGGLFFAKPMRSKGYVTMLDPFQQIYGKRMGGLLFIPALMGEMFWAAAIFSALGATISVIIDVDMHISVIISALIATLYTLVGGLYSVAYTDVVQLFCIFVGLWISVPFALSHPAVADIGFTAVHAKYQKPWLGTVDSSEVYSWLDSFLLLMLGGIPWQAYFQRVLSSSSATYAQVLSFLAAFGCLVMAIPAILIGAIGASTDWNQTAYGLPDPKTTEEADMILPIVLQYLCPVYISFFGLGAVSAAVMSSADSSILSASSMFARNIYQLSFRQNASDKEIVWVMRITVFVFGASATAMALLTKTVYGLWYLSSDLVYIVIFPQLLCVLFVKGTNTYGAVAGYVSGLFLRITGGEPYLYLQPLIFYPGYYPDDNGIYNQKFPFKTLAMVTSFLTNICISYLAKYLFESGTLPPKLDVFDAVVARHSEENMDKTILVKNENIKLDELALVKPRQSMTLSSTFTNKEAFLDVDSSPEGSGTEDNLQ
Kir21 inh: blocks the mouse Kir2.1 inward-rectifier potassium channel | AID 1672 | B-score at 10 µM | P35561 | HEK293-Kir2.1, FluxOR thallium flux fluorescence; stronger effect = lower value | 310,000 compounds, 0.85% hits;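 active means fluorescence ratio B-score at or below minus 3 SD of library scores, with starting-brightness B-score within 2 SD, cut at about -4.2 in these data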;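 further: channel flux triggered by added potassium and thallium sulfate stimulus; B-score of peak minus minimum fluorescence over baseline after thallium stimulus; more negative B-score means stronger Kir2.1 block with less thallium influx; some compounds called inactive have numbers as strong as hits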
Target sequence (P35561 whole entry, looked up): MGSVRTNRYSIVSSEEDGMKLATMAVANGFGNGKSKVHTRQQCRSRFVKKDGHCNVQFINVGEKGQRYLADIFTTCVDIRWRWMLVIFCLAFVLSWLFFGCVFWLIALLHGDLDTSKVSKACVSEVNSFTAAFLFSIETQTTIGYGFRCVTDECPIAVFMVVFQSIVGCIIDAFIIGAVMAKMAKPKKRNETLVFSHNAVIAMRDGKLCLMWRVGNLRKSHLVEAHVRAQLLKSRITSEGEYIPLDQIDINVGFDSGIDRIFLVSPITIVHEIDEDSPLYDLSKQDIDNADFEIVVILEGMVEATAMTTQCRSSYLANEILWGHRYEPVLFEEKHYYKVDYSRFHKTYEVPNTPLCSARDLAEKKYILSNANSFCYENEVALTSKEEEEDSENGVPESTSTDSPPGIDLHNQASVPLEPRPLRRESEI
* = called active by the depositor; i = inactive; / = not tested or not shown.

canonical_smiles | KCNQ2 inh | CHT inh | Kir21 inh
COC(=O)c1ccc(Cn2nnc3c(=O)[nH]c(C4CCN(S(=O)(=O)c5ccc(F)cc5)CC4)nc32)cc1 | i | i | -1.91
COCCN(C(=O)CSc1nnc(-c2ccc(C(C)(C)C)cc2)n1N)c1c(N)n(CC(C)C)c(=O)[nH]c1=O | i | i | 0.06
c1ccc2c(c1)SCc1nnc(-c3ccncc3)n1-2 | i | i | -1.62
O=C(COc1ccc(F)cc1)Nc1ccc(-n2cnnn2)cc1 | i | i | 1.13
CC(C)(C)c1cc(N/C=C\c2nnnn2-c2ccc(Br)cc2)no1 | i | i | -0.01
Cc1ccc2c(c1)-c1c(cnn1CC(=O)N(Cc1ccco1)C1CCCCC1)CO2 | i | i | -0.66
COc1cccc(C2[C@H](C)C3(CCN2C)OCCO3)c1 (some centres not stated) | i | i | 0.09
O=C(NCc1ccc2c(c1)OCO2)c1cc([N+](=O)[O-])ccc1N1CCCCC1 | i | i | 0.1
O=C(COC(=O)c1cccc(OC(F)F)c1)NC(=O)NC1CCCCC1 | i | i | -0.03
CCOc1ccc(NC(=O)C2CCCN(S(=O)(=O)c3ccc(-n4cnnn4)cc3)C2)cc1 (configuration not stated) | i | i | -0.12
CCC(=O)Nc1ccc(S(=O)(=O)Nc2c(NC)c3ccccc3oc2=O)cc1 | i | i | -1.14
Cc1ccc(S(=O)(=O)NCCC(=O)Nc2ccc(Cl)c(Cl)c2)cc1C | i | i | -0.12
COc1ccccc1C(=O)NCCC(=O)Nc1ccc(OC(F)(F)F)cc1 | i | i | -1.13
O=C(c1cccc(Br)c1)N1CCN(c2ccc(N3CCOCC3)nn2)CC1 | i | i | 0.52
CC(=O)N1CCN(C(=O)c2ccc(NS(=O)(=O)c3ccc4[nH]c(=O)[nH]c4c3)cc2)CC1 | i | i | -1.04
Cc1noc(C)c1COc1cccc(C(=O)N2CCN(C/C=C/c3ccccc3)CC2)c1 | i | i | -0.74
Fc1ccc(OCc2cc(-c3ccccc3)no2)cc1 | i | i | 1.43
O=C(CSc1nnc2ccc(-c3cccnc3)nn12)Nc1ccc(F)cc1 | i | i | -1.99
CSC(C(=O)c1cc2ccccc2o1)c1ccccc1 (configuration not stated) | i | i | -1.03
O=C(NC(=C(Cl)Cl)S(=O)(=O)c1ccc(Cl)cc1)c1ccccc1 | i | i | -1.11

Copied from the list:
Reading of c1ccc2c(c1)SCc1nnc(-c3ccncc3)n1-2 under Kir21 inh: -1.62
Reading of COC(=O)c1ccc(Cn2nnc3c(=O)[nH]c(C4CCN(S(=O)(=O)c5ccc(F)cc5)CC4)nc32)cc1 under Kir21 inh: -1.91

(listing goes on)
canonical_smiles | KCNQ2 inh | CHT inh | Kir21 inh
CCOC(=O)c1ccc(NS(=O)(=O)c2ccc3c(c2)oc(=O)n3C)cc1 | i | i | 1.13
CN(CC(=O)NCc1ccncc1)S(=O)(=O)c1cc(Cl)ccc1Cl | i | i | -0.32
Cc1c(NC(=O)C23CC4CC(CC(C)(C4)C2)C3)c(=O)n(-c2ccccc2)n1C | i | i | 0.27
Cc1cc(C)cc(NC(=O)C2CCC(CNC(=O)[C@@H]3Cc4ccccc4CN3)CC2)c1 (some centres not stated) | i | i | 2.16
CC(=O)NCC(=O)N1CCCC(C(=O)c2ccc3c4c(cccc24)CC3)C1 (configuration not stated) | i | i | -1.51
COc1ccc(C2c3c(oc4ccc(Cl)cc4c3=O)C(=O)N2Cc2ccco2)cc1OC (configuration not stated) | i | / | 0.08
O=C(CN1CCN(Cc2cccc(F)c2)CC1)NCc1ccccc1 | i | i | -0.05
O=C(NCCN1C(=O)S/C(=C\c2ccccc2F)C1=O)C1CCN(S(=O)(=O)c2cccs2)CC1 | i | i | -0.21
CN(C)C(CNC(=O)c1ccc(NS(=O)(=O)c2cccc([N+](=O)[O-])c2)cc1)c1ccco1 (configuration not stated) | i | i | -0.38
CCNC(=O)CCSc1nc2cc(Cl)ccc2o1 | i | i | 1.38
Cc1noc(C)c1CN1C(=O)NC2(CCCCCCC2)C1=O | i | i | -0.06
CSc1cccc(NC(N)=S)c1 | i | i | -0.17
CN(C)S(=O)(=O)c1cccc(NC(=O)c2ccc(-n3cncn3)c([N+](=O)[O-])c2)c1 | i | i | 0.01
Cc1nnc(SC(C)C(=O)Nc2sc3c(c2C#N)CCCC3)[nH]c1=O (configuration not stated) | i | -5.16* | 0.55
Cc1c(C(=O)N2CC3(CC(c4cccc(NC(=O)CC(c5ccccc5)c5ccccc5)c4)=NO3)C[C@@H]2C(N)=O)cc([N+](=O)[O-])cc1[N+](=O)[O-] (some centres not stated) | i | i | 0.85
N#Cc1cn(OCc2ccccc2)c(=O)[nH]c1=O | i | i | -0.3
Cc1c(NC(=O)COc2ccc(C(C)C)cc2)c(=O)n(-c2ccccc2)n1C | i | i | 0.53
CC(C)Sc1nc2c(c(=O)[nH]c(=O)n2C)n1Cc1ccccc1 | i | i | 1.28
CCOC(=O)N1CCN(C(=O)CNC(=O)c2nn(-c3ccc(OC)c(Cl)c3)c(=O)c3ccccc23)CC1 | i | i | -0.49
O=C(CSc1nccn1-c1ccc(Cl)cc1)NCc1ccc2c(c1)OCO2 | i | i | -4.48*
O=C(/C=C/c1ccc(Cl)cc1Cl)Nc1cccc(S(=O)(=O)NC2=NCCCCC2)c1 | i | i | -1.27
CN(C)CCOC(=O)C12CC3(C)CC(C)(CC(C)(C3)C1)C2 | i | i | -1.98
O=C(CN1CCN(c2ccc(F)cc2)CC1)Nc1ccccc1[N+](=O)[O-] | i | i | 1.97
O=C(C1CCCCC1)N1CCN(c2ncccn2)CC1 | i | i | 0.39
O=C(COc1ccc(Cl)cc1)NCc1nnc(SCC(=O)Nc2ccccc2)o1 | i | i | 1.14
COc1ccc(S(=O)(=O)N(CC(=O)NN=C2CCN(C)CC2)c2cc(Cl)ccc2OC)cc1OC | i | i | -1.52
CCCCCN(C(=O)CCC(=O)OCC(=O)Nc1cccc(CC)c1)c1c(N)n(CCCC)c(=O)[nH]c1=O | i | i | 0.69
CCOC(=O)c1[nH]c(C)c(C(=O)Nc2ccc3c(c2)CCC3)c1C | i | i | 0.82
O=C(O)c1cnn(-c2ccccc2)c1C(F)(F)F | i | i | 0.39
O=C(COc1ccc(S(=O)(=O)N2CCOCC2)cc1)N1CCN(c2ccccc2)CC1 | i | i | 1.65
O=C(c1ccc(S(=O)(=O)NCC2CCCO2)cc1)N1CCN(c2ccccc2F)CC1 (configuration not stated) | i | i | -0.17
CN(Cc1cc2ccccc2[nH]c1=O)S(=O)(=O)c1ccccc1 | i | i | 0.13
O=C(CN(C(=O)c1csnn1)c1ccccc1)NCCc1ccccc1 | i | i | 0.57
OC(c1ccc(Cl)cc1)C(CN1CCOCC1)c1ccccc1 (configuration not stated) | i | i | -0.1
COc1cccc2sc(N(CCCN(C)C)C(=O)c3ccc(S(=O)(=O)N4CCc5ccccc5C4)cc3)nc12 | i | i | -0.6
COCCn1c(C)nnc1SCC(=O)NNC(=O)c1ccc(Br)cc1 | i | / | 0.02
CCCc1nc2nc(C)c(NS(=O)(=O)c3ccc(F)cc3)c(=O)n2[nH]1 | i | i | -0.49
O=C(CCN1CCN(CC(=O)Nc2ccccc2Cl)CC1)Nc1ccccc1F | i | i | -1.75
O=C(O)c1nc(-c2ccccc2)n(-c2cccc(C(F)(F)F)c2)n1 | i | i | -1.44
Cc1cc(C)c(S(=O)(=O)n2c([N+](=O)[O-])cnc2C)c(C)c1 | i | i | -0.03
Cc1c(C=O)c2ccccn2c1C(=O)c1cccc([N+](=O)[O-])c1 | i | i | -1.11
C#CCOCCOCCOCCNc1nc(N2CCN(C(=O)[C@H](CCCCN)n3cc([C@@H](N)C(C)CC)nn3)CC2)nc(N2CCN(C(=O)[C@H](CCCCN)n3cc([C@@H](N)CO)nn3)CC2)n1 (some centres not stated) | i | i | 0.82
CCn1cnc2cc(NC(=O)c3ccc(C)cc3)ccc21 | i | i | -1.52
O=C(Nc1nnc(-c2ccc(F)cc2)s1)C1CCN(S(=O)(=O)c2ccc(Cl)cc2)CC1 | i | i | 0.78
CNC(=O)C1CCN(S(=O)(=O)c2c(C)noc2/C=C/c2cccc(OC)c2)CC1 | i | i | 0.97
C#CCNC(=O)C1=C[C@H](c2coc3ccccc3c2=O)C[C@H](OCCCCO)O1 | i | i | 0.9
Cc1nc(-c2ccccn2)nc(SCC(=O)c2ccccc2)c1Cl | i | i | -2.75
CN(C)CCOC(=O)c1ccc(COc2ccccc2Br)o1 | i | i | 0.61
Cc1ccc(/C=C/C(=O)O)cc1S(=O)(=O)Nc1ccccc1C(=O)O | i | i | -0.45
CC12CCC(C(=O)N/N=C/c3ccc(O)cc3O)(OC1=O)C2(C)C (configuration not stated) | i | i | -0.61
Cc1ccc(CN2[C@@H](CC3CCCCC3)COCCS2(=O)=O)cc1 | i | i | -0.64
CCOc1ccccc1/C=C(/NC(=O)c1ccccc1)C(=O)NCC(=O)O | i | i | 0.01
CSCCNC(C)=O | i | i | 0.3
Cc1ccc(-c2nnc(Nc3ccc(CC(N)=O)cc3)c3ccccc23)cc1S(=O)(=O)NCC1CCCO1 (configuration not stated) | i | i | 1.05
Cc1ccc(-c2noc(-c3ccccc3Br)n2)cc1 | i | i | -0.1
O=C(NCc1ccccc1Br)c1ccc2c(c1)OCCO2 | i | i | 0.92
Cc1oc(-c2ccccc2F)nc1CS(=O)(=O)CC(=O)N1CCN(c2ccccc2)CC1 | i | i | -0.61
CSCCC1NC(=O)NC1=O (configuration not stated) | i | i | 1.86
CN=c1sc2ccccc2n1CC(O)COc1ccccc1 (configuration not stated) | i | i | -1.82
Cc1nc(N2CCN(C(=O)c3ccco3)CC2)nc2c1C(=O)CC(C)C2 (configuration not stated) | i | i | 0.01

Next records follow:
canonical_smiles | KCNQ2 inh | CHT inh | Kir21 inh
COC(=O)c1nc(NC(=O)C(C)(C)C)n[nH]1 | i | i | -3.11
COc1cccc(NC(=O)c2sc3nc(N4CCOCC4)c4c(c3c2N)CCCC4)c1 | i | i | 0.59
CCCCOC(=O)c1ccc(NC(=O)C(=O)CC(=O)c2ccc(OC)cc2)cc1 | i | i | -0.34
COc1ccc(Cl)cc1NC(=O)C(C)NC(c1ccccc1)c1ccccc1 (configuration not stated) | i | i | 0.15
COc1cccc2cc(C(=O)Nc3ccc(S(=O)(=O)NCC4CCCO4)cc3)c(=O)oc12 (configuration not stated) | i | i | -1.34
CC(C)Cc1nnc(NC(=O)CCC(=O)NC2CCCC2)s1 | i | i | 0.7
O=C(OCC(=O)N1CCN(C(=O)c2ccco2)CC1)c1ccccc1 | i | i | 0.72
CC(C)c1nnc(SCC(=O)N2CCN(C(=O)c3ccco3)CC2)n1N | i | i | -1.41
CCCN(CC(=O)Nc1ccccc1C)CC(=O)Nc1ccc(Br)cc1F | i | i | 0.02
CC12CCC(=O)N1C(C(=O)N1CCN(S(=O)(=O)c3ccc(Br)cc3Cl)CC1)CS2 (configuration not stated) | i | i | 0.64
COCCNc1ncnc2c1nc1n2CCCC1 | i | i | 1.08
CC(C)CN1C(=O)C(=O)N(CC(=O)c2ccc3c(c2)OCO3)C1=O | i | i | 0.42
Cc1ccc(OCC(=O)N(Cc2cccc(F)c2)C2CCS(=O)(=O)C2)cc1 (configuration not stated) | i | i | -1.53
O=C(Nc1ccccc1Cl)c1sccc1-c1ccccc1 | i | i | -0.1
COc1ccc(NC(=O)CSc2nc3ccccc3c(=O)n2CCCC(=O)NCC2CCCO2)c(OC)c1 (configuration not stated) | i | i | 1.73
CCC(=O)c1ccc(OCC(=O)OCC(=O)c2cc(C)n(C)c2C)cc1 | i | i | 1.26
CCN(CC)CCN(C(=O)C1CCCCC1)c1nc2cc3c(cc2s1)OCO3 | i | i | -3.48
C=CCn1c(COc2cccc(C)c2)nnc1SCn1nnc2ccccc2c1=O | i | i | -2.95
O=C(CNC(=O)c1ccccc1Br)N/N=C/c1ccc(O)cc1 | i | i | -0.17
CC(O)CNCCCOc1cccc(Oc2ccccc2)c1 (configuration not stated) | i | i | -7.62*

Next part; it opens with the three that closed the last part.
canonical_smiles | KCNQ2 inh | CHT inh | Kir21 inh
C=CCn1c(COc2cccc(C)c2)nnc1SCn1nnc2ccccc2c1=O | i | i | -2.95
O=C(CNC(=O)c1ccccc1Br)N/N=C/c1ccc(O)cc1 | i | i | -0.17
CC(O)CNCCCOc1cccc(Oc2ccccc2)c1 (configuration not stated) | i | i | -7.62*
CC(C)C(=O)c1cc2c(cc1NC(=O)c1ccccc1)OCCO2 | i | i | 1.63
NS(=O)(=O)c1ccc(NC(=O)COC(=O)/C=C/c2ccc([N+](=O)[O-])cc2)cc1 | i | i | 1.11
CCOc1c(Br)cc(/C=C2\N=C(C)OC2=O)cc1Br | i | i | 0.99
COCc1ccc(C(=O)NC2CC(C)(C)Cc3c2cnn3-c2ccc(C)cc2)o1 (configuration not stated) | i | i | -2.76
CC(=O)Nc1ccc(NC(=O)c2sc3nc4c(c(-c5ccc(C)cc5)c3c2N)CCC4)cc1 | i | i | 1.75
C/C(=N/NC(=O)CN1CCN(Cc2ccccc2Cl)CC1)c1ccco1 | i | i | -0.06
COc1cccc(-c2c(C(=O)N/N=C(\C)c3ccc(Cl)s3)nnn2-c2nonc2N)c1 | i | i | -0.35
CN1C2C(Br)CCCCN2c2ccc(F)cc2S1(=O)=O (configuration not stated) | i | i | -2.49
